Source: PubChem BioAssay (National Center for Advancing Translational Sciences (NCATS))
S2 tox: cell viability loss in ATXN counter-screen; S2 cells (HEK-293 line with an ATXN2-luciferase reporter) viability, CellTiter-Fluor protease fluorescence, 24 h; Potency, µM (doses to about 56.7 µM), most hits filed as cytotoxic; 400,000 compounds, 0.49% hits; further: potency means the concentration at half of the fitted maximal effect; nearly all actives have a fitted effect of over 40% in size
Nrf2 ARE act: activates Nrf2 signaling. 410,000 compounds, 0.31% hits. Potency, µM (doses to about 46.1 µM), inactives show top-dose activation, usual class: activators. AREc32 ARE-luciferase reporter (MCF7-derived line), luminescence, 24 h; further: potency means the concentration at half of the fitted maximal effect; % of control where 0% means no effect; nearly all actives have a fitted effect of over 65% in size
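AREc32 cells carrying an ARE-driven firefly luciferase reporter were seeded at 1000 cells/well in OPTI-MEM with 5% FBS, then exposed to compound for 24 hr at 37 deg C. Luminescence was read with Steady-Glo after 30 min at RT.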
MmCpn inh: blocks the Methanococcus maripaludis chaperonin Mm-Cpn; purified Mm-Cpn ATPase, ADP Transcreener TR-FRET; Potency, µM (series often up to 76.9 µM), inactives show at the highest dose activity, negative = inhibition, usual class: inhibitors; 330,000 compounds, 0.031% hits; further: potency means the concentration at half of the fitted maximal effect; on the % scale 0 is the no-effect control and ±100 the full control effect; nearly all actives have a fitted effect of over 80% in size
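ATP (10 uM final) was added to archaeal chaperonin (25 nM final) after 10 min exposure to test compound at 37°C; after 30 min further incubation, ADP was detected by competitive TR-FRET.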
A549 viability: A549 cytotoxicity, counter-screen for Nrf2 inhibitors; A549 ARE-Fluc cells, CellTiter-Fluor viability, 18-24 h; Potency, µM (series often up to 46 µM), inactives show top-dose activity change, negative = cytotoxicity, actives largely listed as inhibitors; 390,000 compounds, 0.16% hits; AID 504648; further: potency means the concentration at half of the fitted maximal effect; on the % scale 0 is the no-effect control and ±100 the full control effect
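Cytotoxicity counterscreen: CellTiter-Fluor fluorescence was measured in A549 ARE_Fluc cells after 18-24 h of compound exposure in a concentration series. The subsequent BugLite luminescent read reports ARE-luciferase activity.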
Akt phos inh: blocks phosphorylation of Akt; Neuro2A IGF-stimulated pAkt S473 HTRF, 20 min; active compounds read low; activity change, % for hits at 50 µM; 360,000 compounds, 0.32% hits; AID 651550; in the data active means activity change below about -80%; inconclusive means mostly about -51% to -80%; further: on the % scale 0 is the no-effect control and ±100 the full control effect
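Neuro2A cells (4,500/well, DMEM with 0.5% FBS) were treated with compound at a single 50 µM final concentration, stimulated with 6 nM IGF for 20 min at 37 °C, and lysed. Phospho-Akt Ser473 was read by HTRF as 665/615 ratio ×10^4.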
HepG2 viability: HepG2 cytotoxicity, counter-screen for TGF-b inhibitors. HepG2 CAGA-GFP viability, ATP luminescence, 18 h. Potency, µM (series often up to 46.1 µM), for inactives: at the highest dose activity change, negative = cytotoxicity, hits mostly cytotoxic. 410,000 compounds, 0.76% hits. AID 588856; further: potency means the concentration at half of the fitted maximal effect; some results filed as inactive show a strong effect at the top dose
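HepG2 CAGA-GFP cells (1000/well, DMEM with 1% FBS) received compound, then TGF-beta at 500 pg/mL final, and were incubated 18 hours at 37 degrees C. Viability was read by CellTiter-Glo luminescence. Media-only wells were set as complete cell-killing and DMSO as no toxicity.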
Nrf2 block: blocks Nrf2 signaling; A549 ARE-Fluc reporter, luciferase luminescence, 18-24 h; Potency, µM (titrated, usually from 46 µM), without a hit: at the top dose activity change, negative = inhibition, most hits filed as inhibitors; 360,000 compounds, 2.1% hits; further: potency means the concentration at half of the fitted maximal effect; on the % scale 0 is the no-effect control and ±100 the full control effect; nearly all actives have a fitted effect of over 60% in size
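Reporter: ARE-Fluc in A549. Exposure: 18-24 h, 37 °C, 5% CO2, 5% FBS OPTI-MEM. Readouts: fluorescent cytotoxicity (CellTiter-Fluor), then luminescent Nrf2 signal after BugLite.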
CCT modulator: cytosolic chaperonin activity modulation; purified chaperonin ATPase assay, HTRF ADP detection, 30 min; activity change, % (concentration not given with the values), hits read low; 360,000 compounds, 0.3% hits; AID 651819; in the data active means activity change below about -30%; further: on the % scale 0 is the no-effect control and ±100 the full control effect
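TRiC at 40 or 20 nM final (batch-dependent) in 30 mM Tris pH 7.4, 100 mM KCl, 5 mM MgCl2, 1 mM DTT, with compound at single 76 uM and 10 uM ATP, 30 min at 37 deg C. ADP detected by HTRF Transcreener, 665/615 ratio.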
TGFb SMAD3 inh: inhibitors of TGF-b signaling | HepG2 CAGA-GFP TGF-b/SMAD3 reporter, GFP fluorescence, 18 h; TGF-beta stimulated, 500 pg/mL final | AID 588855 | 410,000 compounds, 1.2% hits | Potency, µM (top dose mostly 46.1 µM), for the others: at the highest dose activity, negative = inhibition, hits mostly inhibitors; further: potency means the concentration at half of the fitted maximal effect; on the % scale 0 is the no-effect control and ±100 the full control effect; nearly all actives have a fitted effect of over 65% in size
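Using HEPG2 CAGA-GFP reporter cells at 1000 cells/well, we pinned test compounds, stimulated with recombinant TGF-beta (500 pg/mL final) and measured total well GFP after 18 h.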
Starred values were filed as active, the others as inactive; i = inactive; ? = inconclusive; . = no result given; & = joins results of further samples; [ ] = another dose, or the depositor's remark. Unless noted, the call rests on the fitted dose curve; in most records, active means well fitted curve in the direction sought with a large enough effect; inconclusive means small, poorly fitted or top-dose-only effect, or another doubt; inactive means no such curve, though single readings can be large; an effect the other way counts as inactive or inconclusive.

SMILES	S2 tox	Nrf2 ARE act	MmCpn inh	A549 viability	Akt phos inh	HepG2 viability	Nrf2 block	CCT modulator	TGFb SMAD3 inh
C=CCN1C(=O)C(O)(CC(=O)c2ccccc2)c2ccccc21 (stereo not drawn)	i	0.2%	0%	-2%	-109%*	10%	.	1.2	-6%
COc1ccc(-c2nc(C#N)c(NCc3ccc(F)cc3)o2)cc1OC	i	3.2%	-5%	-21%	i	-26%	?	-2.1	-13%
Cn1ccc(NC(=O)Nc2ccc(Cl)cc2Cl)n1	i	7.5%	3%	1%	i	-14%	-10%	0.3	-3%
CC1=C(C(=O)OC2CCCC2)C(c2c(Cl)cccc2Cl)CC(=O)N1 (stereo not drawn)	i	-1.2%	.	-2%	.	-28%	?	.	?
O=C(CN(C(=O)c1csnn1)c1ccc(Cl)cc1)NC1CCCC1	i	0.7%	0%	1%	i	-1%	3%	-0.4	-1%
CCc1nnc(NC(=O)C2CC(=O)N(C3CCCCC3)C2)s1 (stereo not drawn)	i	-0.2%	-2%	0%	i	5%	?	-1.8	-1%
O=C1NCCN(Cc2ccc(F)cc2)C1CC(=O)N1CC=C(c2ccccc2)CC1 (stereo not drawn)	i	-0.3%	1%	3%	i	3%	0%	0.5	-3%
O=C(O)c1ccc(-c2nnc(-c3ccc([N+](=O)[O-])cc3)o2)cc1	i	-0.4%	-1%	2%	i	3%	1%	0.6	1%
O=C(CN1C(=O)NC(CCc2ccccc2)C1=O)N1CCCCCC1 (stereo not drawn)	i	0.0%	-1%	-5%	i	13%	6%	-0.7	14%
COc1ccc2c(c1)c(C(=O)O)c(C)n2CCc1ccc(OC)c(OC)c1	i	-0.2%[9.22 µM]	-3%	7%	i	0%	-10%	-0.6	13%
CN(Cc1ccccc1)C(=O)Cn1ncc2c3ccccc3n(Cc3cccc(Cl)c3)c2c1=O	i	-0.2%	.	0%	.	6%	-14%	.	0%
C#CCOCCOCCOCCNc1nc(N2CCN(C(=O)[C@H](CC(N)=O)n3cc(C(N)[C@@H](C)CC)nn3)CC2)nc(N2CCN(C(=O)[C@H](CCCCN)n3cc([C@@H](N)CC(N)=O)nn3)CC2)n1 (stereo partly drawn)	i	-0.2%	-5%	-8%	i	0%	6%	3.5	1%
CC(=O)N1N=C(c2ccc(C)cc2)OC1c1ccc(Br)cc1 (stereo not drawn)	i	6.9%	-8%	10%	i	-11%	?	-3.2	2%
COc1ccc(Br)cc1C1NC(=O)c2c(sc3c2CCN(C)C3)N1 (stereo not drawn)	i	3.1%	-2%	12%	i	-16%	7%	-0.4	6%
Cc1ccc(C)c(S(=O)(=O)N2CCCC2CNC(=O)C(=O)NCc2ccccc2)c1 (stereo not drawn)	i	-0.4%	1%	14%	i	3%	-4%	-3.0	?
CSCCC(C(=O)N(C)CC(=O)Nc1cccc(F)c1)N1C(=O)c2ccccc2C1=O (stereo not drawn)	i	0.0%	-3%	2%	i	-9%	-18%	-1.4	-3%
O=C(/C=C/c1ccc(Br)cc1)N1CCN(c2cccc(C(F)(F)F)c2)CC1	?	-1.4%	1%	-13%	i	-37%	?	-0.5	?
O=C(Cc1cc2ccccc2o1)NCc1ccc(F)cc1	i	0.1%	1%	-11%	i	-16%	15%	0.1	2%
CCc1ccccc1NC(=O)CCNS(=O)(=O)c1ccc2c(c1)CCN2C(=O)C1CC1	i	0.0%	.	7%	.	-8%	.	.	-6%
COc1ccc(OC)c(CNC(=O)C2CCN(c3ncnc4c3nc3n4CCCCC3)CC2)c1	.	-0.6%	.	14%	.	1%	?	.	-9%
COc1cc(OCC(=O)NC(C)C)cc2c1C(=O)O[C@@H](C)CCCC(=O)CCCCC2	i	-0.2%	1%	11%	i	2%	1%	-3.8	21%
CCCCn1c(N)c(N(C)C(=O)c2cccc(-n3cnnn3)c2)c(=O)[nH]c1=O	i	-0.5%	2%	3%	i	-2%	14%	-3.2	-2%
O=S(=O)(c1ccc(Cl)cc1)N1CCSC1c1ccco1 (stereo not drawn)	i	-0.3%	1%	-6%	i	3%	-3%	-3.2	-10%
CCOC(=O)c1cccc(NC(=O)C2CCCN2S(=O)(=O)c2cccc3cccnc23)c1 (stereo not drawn)	i	3.5%	-3%	1%	i	19%	-8%	-2.5	11%
COc1ccc(OC)c(NC(=O)c2ccc(OC3CSC3)cc2)c1	.	2.8%	2%	10%	i	-30%	5%	1.1	?
Cc1onc(-c2ccccc2)c1C(=O)Nc1ccc(S(=O)(=O)NC(C)(C)C)cc1	i	-0.1%	-1%	0%	i	14%	10%	1.2	0%
O=c1c2cn(Cc3ccccc3)c3ccccc3c-2nn1Cc1ccc(F)cc1Cl	i	-0.4%	2%	-4%	i	2%	-1%	-1.0	0%
CC12CCC(C(=O)N3CCN(Cc4ccccc4)CC3)(OC1=O)C2(C)C (stereo not drawn)	i	-0.7%	1%	9%	i	-8%	6%	-0.9	0%
Cn1cccc1Cc1nnc(SCC(=O)N2CCCCCC2)n1CCc1ccccc1	i	0.5%	1%	0%	i	1%	12%	0.0	1%
Cc1cc(C)c2nc(NC(=O)c3ccco3)sc2c1	i	?	2%	12%	i	-25%	?	0.2	-5%
C=CCOc1ccc(Br)cc1CNC(C)(C)CO	i	0.2%	2%	0%	i	-6%	10%	-2.3	-12%
Cc1ccc(Oc2ccc(NC(=O)CSc3n[nH]c(N)n3)cc2)cc1	i	2.1%	-3%	2%	i	-1%	-14%	-0.6	-11%
O=C(CN1C(=O)NC2(CCCC2)C1=O)NC(c1ccccc1)c1ccccc1	i	19%	2%	0%	i	-32%	2%	-2.1	31%[activator]
CN1CCN(C2=Cc3ccc(Cl)cc3Sc3ccc(F)cc32)CC1	i	-0.7%	-2%	?	i	-89%	-2%	-0.6	?
COc1ccc(C(C)=O)cc1CC(=O)Nc1ccc2c(c1)CCC2	i	0.8%	-5%	1%	i	-11%	2%	-0.7	28%
O=S(=O)(c1ccc(Cl)cc1)c1nc(-c2ccccc2F)oc1NCCN1CCOCC1	i	0.1%	-4%	-2%	i	16%	-6%	0.3	?
Cc1ccc2c(c1)sc1nc(=O)n(-c3ccc(Cl)c(Cl)c3)c(=O)n12	i	1.1%&0.5%	-4%	-1%&-4%	i	-22%&1%	12%&12%	2.0	-17%&-18%
O=C(NCc1ccco1)c1cnccn1	i	0.2%	-4%	-8%	i	1%	2%	-1.7	0%
O=C(Nc1cccc(Cl)c1Cl)c1cc(S(=O)(=O)NCc2ccc3c(c2)OCO3)ccc1F	i	-1.1%	.	3%	.	-59%	.	.	?
C=C[C@@H]1[C@@H](C)[C@H](C)C(=O)C([C@H](O)C(C)C)[C@@H]1C (stereo partly drawn)	.	.	.	0%	.	5%	15%	.	3%
O=C1CCCc2c1sc1nc3n(c(=O)c21)CCCCC3	?	0.4%	-3%	-9%	i	1%	?	1.0	-1%
Cc1ccc(-c2n[nH]c(=S)n2/N=C/c2ccc(C)s2)cc1	i	0.8%	-1%	-11%	i	-18%	16%	-4.3	2%
O=C(c1ccc(F)cc1)c1c[nH]c(C(=O)NCc2cccnc2)c1	i	2.8%	-2%	.	i	1%	?	2.1	-4%
O=c1[nH]c2cc([N+](=O)[O-])ccc2c2cc(Br)ccc12	i	3.2µM*	.	.	i	-31%	.	-1.2	-9%
COc1ccc(/C=C(/C(=O)Nc2ccccc2C(=O)NC(C)C)c2ccccc2)cc1	i	3.0%	0%	.	i	-4%	?	-0.5	3%
CCN(Cc1ccccc1)C(=O)CCCOc1ccccc1	i	0.9%	3%	4%[1.84 µM]	i	3%	?	1.0	0%
CC1CCc2c(sc3ncnc(SC(C)C(=O)NCC4CCCO4)c23)C1 (stereo not drawn)	i	0.1%	-7%	-2%	i	-18%	-2%	-1.1	6%
O=c1cc(-c2ccc(C(F)(F)F)cc2)oc2ccccc12	i	11%	-5%	-10%	i	-18%	-7%	1.1	1%
CCCCCSc1nnc2c(n1)OC(c1cccn1C)N(C(C)=O)c1ccccc1-2 (stereo not drawn)	i	-0.2%	-4%	-1%	i	4%	1%	-1.4	-28%
CN(C)c1ccc(C(=S)N2CCCCC2)cc1	i	2.5%	1%	0%	i	0%	?	-2.5	1%
CC(=O)C1=C(C)NC2=C(C(=O)c3ccccc32)C1c1ccccc1 (stereo not drawn)	i	0.3%	-4%	-13%	i	-5%	?	-6.8	4%
Cc1ccc(C2(c3noc(CN4C[C@@H](C)O[C@@H](C)C4)n3)CCCC2)cc1	i	0.2%	0%	8%	i	2%	-15%	-0.6	-5%
COc1ccc(Cl)cc1NC(=O)CCN1C(=O)NC(C)(C)C1=O	i	-0.1%	1%	2%	i	1%	-3%	-0.8	1%
CCOC(=O)c1sc2nc(SC)nc(-c3ccccc3)c2c1N	i	0.3%	-3%	-5%	i	-15%	10%	0.1	-2%

3 compounds already listed, sorted by the value under MmCpn inh, high to low.
mol,MmCpn inh
Cn1ccc(NC(=O)Nc2ccc(Cl)cc2Cl)n1,3%
CC12CCC(C(=O)N3CCN(Cc4ccccc4)CC3)(OC1=O)C2(C)C (stereo not drawn),1%
Cc1onc(-c2ccccc2)c1C(=O)Nc1ccc(S(=O)(=O)NC(C)(C)C)cc1,-1%

Part of the list above in a different format.
smiles,S2 tox,Nrf2 ARE act,MmCpn inh,A549 viability,Akt phos inh,HepG2 viability,Nrf2 block,CCT modulator,TGFb SMAD3 inh
CCCCCSc1nnc2c(n1)OC(c1cccn1C)N(C(C)=O)c1ccccc1-2 (stereo not drawn),i,-0.2%,-4%,-1%,i,4%,1%,-1.4,-28%
CN(C)c1ccc(C(=S)N2CCCCC2)cc1,i,2.5%,1%,0%,i,0%,?,-2.5,1%
